From PubChem BioAssay
PAFAH2 inh: PAFAH2 (human) inhibition; hit rate 0.99% among 340,000; inhibition, % at 3.39 µM; recombinant PAFAH2, FP-rhodamine activity probe, fluorescence polarization; Q99487; AID 492956;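 active = inhibition above the mean over all tested compounds plus 3 SD, cut at about 30% in these data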;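 note: inhibitors block probe labeling of enzyme so polarization drops; 0% = enzyme with DMSO and 100% = wells lacking PAFAH2 protein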
PAFAH1B3 inh: inhibitors of human PAFAH1B3 | Q15102 | recombinant PAFAH1B3, FP-rhodamine probe, fluorescence polarization | inhibition, % at 3.39 µM | hit rate 0.28% among 340,000;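 active = inhibition above the screen-wide average of all tested compounds plus 3 SD, cut at about 25% in these data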;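 note: 0% = enzyme with DMSO only and 100% = wells lacking PAFAH1B3 protein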
PREPL inhibitor: human PREPL enzyme inhibition | Q4J6C6 | recombinant PREPL, fluorescence polarization activity-based probe | hit rate 0.68% among 320,000 | AID 2751 | inhibition, % at 5.96 µM; in the data active = inhibition above about 43%;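 note: 0% = enzyme with DMSO and 100% = wells lacking enzyme; many of its hits are not listed in these tables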
ZTA DNA inh: ZTA (EBV) inhibition in EBNA-1 counter-screen; hit rate 0.15% among 320,000; ZTA-DNA binding, fluorescence polarization; inhibition, % at 11 µM; P03206; in the data active = inhibition above about 33%
LYPLA2 inh: counter-screen for PME1 inhibitors: inhibitors of human LYPLA2; AID 2177; hit rate 0.38% among 320,000; recombinant LYPLA2, FP-Rh probe fluorescence polarization; inhibition, % at 5.9 µM; O95372;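 active = inhibition above the screen-wide mean plus 3 SD, limit set per campaign, cut at about 26% in these data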;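 note: 0% = LYPLA2 with DMSO and 100% = wells lacking LYPLA2 enzyme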
pPAFAH FP inh: pPAFAH (human) enzyme inhibition; recombinant pPAFAH, FP-rhodamine probe fluorescence polarization; Q13093; AID 463082; hit rate 1.5% among 330,000; inhibition, % at 3.39 µM;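 active = inhibition above the mean inhibition across the screen plus 3 SD, cut at about 25% in these data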;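 note: inhibitors block binding of the rhodamine activity-based probe so polarization drops; 0% = enzyme with DMSO and 100% = wells lacking pPAFAH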
Target sequence (Q13093 whole entry, looked up): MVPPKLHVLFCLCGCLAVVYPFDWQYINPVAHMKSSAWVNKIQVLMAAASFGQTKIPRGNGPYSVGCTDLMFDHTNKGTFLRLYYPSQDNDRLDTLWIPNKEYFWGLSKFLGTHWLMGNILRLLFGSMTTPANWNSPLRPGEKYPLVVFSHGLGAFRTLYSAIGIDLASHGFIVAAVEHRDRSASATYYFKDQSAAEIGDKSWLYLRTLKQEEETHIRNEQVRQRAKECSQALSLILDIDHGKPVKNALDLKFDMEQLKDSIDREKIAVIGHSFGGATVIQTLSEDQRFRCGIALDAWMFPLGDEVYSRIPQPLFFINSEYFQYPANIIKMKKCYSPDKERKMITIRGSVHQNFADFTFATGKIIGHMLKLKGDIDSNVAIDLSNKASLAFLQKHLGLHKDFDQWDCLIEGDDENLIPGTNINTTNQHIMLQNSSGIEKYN
EBNA-1 inh: blocks EBNA-1 binding to DNA | inhibition, % at 14.8 µM | EBNA-1 DNA binding, fluorescence polarization | hit rate 0.34% among 300,000 | AID 1950; in the data active = inhibition above about 28%
PAFAH1B2 inh: inhibitors of human PAFAH1B2; inhibition, % at 3.39 µM; AID 492953; hit rate 1.2% among 340,000; recombinant PAFAH1B2, FP-rhodamine activity probe, fluorescence polarization;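 active = inhibition above the mean of all tested compounds plus 3 SD, cut at about 24% in these data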;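 note: 0% = enzyme with DMSO and 100% = wells lacking PAFAH1B2; many of its hits are not listed in these tables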
Target sequence (P68402 whole entry, looked up): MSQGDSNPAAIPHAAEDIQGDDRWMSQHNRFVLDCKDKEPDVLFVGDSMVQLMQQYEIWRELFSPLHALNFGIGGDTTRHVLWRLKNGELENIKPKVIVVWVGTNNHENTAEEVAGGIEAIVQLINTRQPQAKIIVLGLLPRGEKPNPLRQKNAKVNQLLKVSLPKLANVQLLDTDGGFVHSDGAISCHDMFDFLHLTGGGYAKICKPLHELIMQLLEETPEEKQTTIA
LYPLA1 counter: blocks human lysophospholipase 1, a PME1 counter-screen; recombinant LYPLA1, FP-Rh probe fluorescence polarization; inhibition, % at 5.9 µM; hit rate 0.16% among 320,000; AID 2174;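 active = inhibition above the mean of all tested compounds plus 3 SD, set per campaign, cut at about 14% in these data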;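 note: inhibitors block serine hydrolase probe labeling of LYPLA1 so polarization falls; 0% = enzyme with DMSO and 100% = wells lacking LYPLA1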
Target sequence (O75608 whole entry, looked up): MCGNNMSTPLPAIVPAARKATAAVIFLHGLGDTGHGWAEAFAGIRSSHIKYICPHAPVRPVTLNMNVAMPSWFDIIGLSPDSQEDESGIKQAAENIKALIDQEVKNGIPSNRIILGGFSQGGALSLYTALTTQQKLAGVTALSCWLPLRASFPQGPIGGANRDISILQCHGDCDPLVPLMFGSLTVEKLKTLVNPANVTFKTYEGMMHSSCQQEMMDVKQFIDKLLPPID
Active calls of the source: *; / = not tested or not shown. Only part of the results is shown; rates above refer to the full screens.

A first look (15 entries):
SMILES	PAFAH2 inh	PAFAH1B3 inh	PREPL inhibitor	ZTA DNA inh	LYPLA2 inh	pPAFAH FP inh	EBNA-1 inh	PAFAH1B2 inh	LYPLA1 counter
COc1ccc(Cl)cc1S(=O)(=O)Nc1ccncc1	/	/	2	5	13	0	6	/	1
CC1CCN(C(=O)c2cc(-c3ccco3)on2)CC1	-26	0	-3	8	-3	4	16	6	-4
COc1ccc(-c2noc(Cc3cccs3)n2)cc1	7	6	6	14	0	4	1	-2	-1
CCc1cc(C(=O)COc2ccccc2F)c(O)cc1O	2	6	12	2	5	-3	8	2	0
CCOC(=O)c1cc(C#N)c(SCC(=O)OC)[nH]c1=O	-6	5	6	-13	1	35*	-2	3	-4
CC(NC(=O)Nc1ccc([N+](=O)[O-])cc1)C(c1cccs1)N1CCCC1 (stereo not given)	8	2	12	5	3	-1	-9	0	-1
O=C(NC1CC1)c1cc(-c2ccccn2)nc2ccccc12	4	3	-1	1	10	3	2	1	0
CC(=O)Nc1cccc(C(=O)OC(C)C(=O)NCc2ccc3c(c2)OCO3)c1 (stereo not given)	0	2	-5	6	2	4	-4	1	-1
CC(=O)OCCOc1nc(N(C)C)nc(N(C)C)n1	0	10	-6	1	-3	4	13	2	2
COCCNC(=S)N1CCOCC1	3	9	-1	-12	0	4	2	0	0
CCCC(C(=O)NCc1ccco1)N(C(=O)CNS(=O)(=O)c1ccccc1)c1ccc(OC)cc1 (stereo not given)	6	4	0	3	-1	4	2	-3	-3
CCOC(=O)c1c(NC(=O)CSC2=NN3CCCC(=O)N=C3S2)sc2c1CCCCC2	-7	-3	-7	1	-2	7	-6	3	-2
O=C(NCC1OCCc2ccccc21)c1cc(COc2c(F)cccc2F)on1 (stereo not given)	-2	-3	11	-17	1	9	1	5	-1
CCOc1ccc(CN2CCN(Cc3cc4c(cc3Cl)OCO4)CC2CCO)cc1 (stereo not given)	-6	5	1	-16	1	-2	4	2	-3
Cc1ccc(/C=C/C(=O)O)cc1S(=O)(=O)N(C)CCO	-6	3	-2	0	-6	-2	-12	8	-1

The whole of this part, from the start:
SMILES	PAFAH2 inh	PAFAH1B3 inh	PREPL inhibitor	ZTA DNA inh	LYPLA2 inh	pPAFAH FP inh	EBNA-1 inh	PAFAH1B2 inh	LYPLA1 counter
COc1ccc(Cl)cc1S(=O)(=O)Nc1ccncc1	/	/	2	5	13	0	6	/	1
CC1CCN(C(=O)c2cc(-c3ccco3)on2)CC1	-26	0	-3	8	-3	4	16	6	-4
COc1ccc(-c2noc(Cc3cccs3)n2)cc1	7	6	6	14	0	4	1	-2	-1
CCc1cc(C(=O)COc2ccccc2F)c(O)cc1O	2	6	12	2	5	-3	8	2	0
CCOC(=O)c1cc(C#N)c(SCC(=O)OC)[nH]c1=O	-6	5	6	-13	1	35*	-2	3	-4
CC(NC(=O)Nc1ccc([N+](=O)[O-])cc1)C(c1cccs1)N1CCCC1 (stereo not given)	8	2	12	5	3	-1	-9	0	-1
O=C(NC1CC1)c1cc(-c2ccccn2)nc2ccccc12	4	3	-1	1	10	3	2	1	0
CC(=O)Nc1cccc(C(=O)OC(C)C(=O)NCc2ccc3c(c2)OCO3)c1 (stereo not given)	0	2	-5	6	2	4	-4	1	-1
CC(=O)OCCOc1nc(N(C)C)nc(N(C)C)n1	0	10	-6	1	-3	4	13	2	2
COCCNC(=S)N1CCOCC1	3	9	-1	-12	0	4	2	0	0
CCCC(C(=O)NCc1ccco1)N(C(=O)CNS(=O)(=O)c1ccccc1)c1ccc(OC)cc1 (stereo not given)	6	4	0	3	-1	4	2	-3	-3
CCOC(=O)c1c(NC(=O)CSC2=NN3CCCC(=O)N=C3S2)sc2c1CCCCC2	-7	-3	-7	1	-2	7	-6	3	-2
O=C(NCC1OCCc2ccccc21)c1cc(COc2c(F)cccc2F)on1 (stereo not given)	-2	-3	11	-17	1	9	1	5	-1
CCOc1ccc(CN2CCN(Cc3cc4c(cc3Cl)OCO4)CC2CCO)cc1 (stereo not given)	-6	5	1	-16	1	-2	4	2	-3
Cc1ccc(/C=C/C(=O)O)cc1S(=O)(=O)N(C)CCO	-6	3	-2	0	-6	-2	-12	8	-1
O=C(COC(=O)C1CCCC1)Nc1cccc(Cl)c1Cl	32*	11	18	/	/	8	/	5	/
CCn1c(SCCC#N)nnc1-c1ccncc1	7	6	5	1	1	0	-2	6	-1
Cc1ccc(NC(=O)CCn2c(=O)oc3ccccc32)cc1	2	15	-15	6	4	0	-7	7	1
O=C(NCc1ccccc1C(F)(F)F)C12CN(Cc3ccccc3)CC1C(c1ccc([N+](=O)[O-])cc1)=NO2 (stereo not given)	0	0	-1	-4	1	4	-3	2	-3
CN1CCN(C2=Nc3cc(F)ccc3Cc3ccccc32)CC1	/	/	14	-20	6	0	10	/	1
COC(=O)c1ccccc1S(=O)(=O)NNC(=O)C12CC3CC(CC(C3)C1)C2	80*	11	-2	/	/	6	/	24*	/
COc1ccc(/C=C/C(=O)c2cc(F)ccc2OC(=O)c2ccccc2)cc1OC	1	-5	-6	-3	6	3	2	3	0
O=C(c1ccccc1NS(=O)(=O)c1ccc(F)cc1)N1CCCCC1	-4	6	0	2	1	5	-7	16	0
COc1ccc(NC(C)=[N+](C)CCNS(=O)(=O)c2ccc(Cl)cc2)cc1Cl	-1	4	3	-3	-5	-1	2	6	-4
COc1ccc(-c2nc(C#N)c(NCc3cccnc3)o2)cc1OC	8	5	7	-2	-7	1	9	2	-3
Going on with the list:
SMILES	PAFAH2 inh	PAFAH1B3 inh	PREPL inhibitor	ZTA DNA inh	LYPLA2 inh	pPAFAH FP inh	EBNA-1 inh	PAFAH1B2 inh	LYPLA1 counter
COc1ccc(NC(=O)CSc2ccc(-c3sc(C)nc3C)nn2)cc1	-6	2	-5	16	-3	5	-9	4	-3
O=C(CN1C(=O)COc2ccccc21)N(Cc1ccc2c(c1)OCO2)CC1CCCO1 (stereo not given)	-2	-5	-2	-2	-3	-4	11	1	0
CSc1cc(-c2ccccc2)n(Cc2ccccc2Cl)c(=O)c1C#N	-6	2	-3	3	3	1	-10	-3	0
COc1ccccc1-c1ccc(Nc2cccc(C(C)=O)c2)nn1	1	8	26	-9	3	1	5	4	0
O=C(CCCN1C(=O)S/C(=C/c2ccccc2)C1=S)Nc1ccc(C(=O)O)cc1	-3	-5	-1	4	10	6	9	-1	3
COc1ccc(CC2(CO)CCN(Cc3cccnc3)CC2)cc1	5	4	-1	-4	1	2	4	3	0
CCCCCCSc1ccc(-c2nc3ccccn3c2NCCCC)cc1	1	2	6	1	0	16	8	2	-4
CCOc1ccccc1NC(=O)COc1coc(CN2CCc3ccccc32)cc1=O	9	5	0	5	7	7	-9	6	1
CCc1ccccc1OCCOc1ccc(C)cc1OC	3	11	9	-9	6	4	3	2	0
O=C(NC(=S)Nc1c(Cl)ccc2nsnc12)c1ccccc1F	0	0	-6	3	4	-6	-1	4	-3
COc1ccccc1/C=N/NC(=O)CC(=O)Nc1ccc(Cl)c(Cl)c1	-22	-7	-33	1	-19	-4	6	-6	-14
NC(=O)c1cc(-c2csc(-c3cccnc3)n2)ccc1O	-3	4	-10	-15	8	4	-7	-1	4
COc1ccc(CN(Cc2ccc(OC)cc2)S(=O)(=O)c2ccc(-n3cnnn3)c(C)c2)cc1	-1	6	12	3	-1	1	4	4	0
Cc1ccc(CNC(=O)Cn2cccc2C(=O)c2ccccc2)cc1	11	-6	0	-2	3	4	2	19	-1
Nc1ccc(N2CCCCCC2)cc1	/	/	17	165*	9	29*	93*	/	3
CC(C)(C)[C@H]1C=C(C(=O)N2CCOCC2)O[C@@H](OCCCCO)C1	5	14	2	-9	5	2	5	1	0
O=C(OCC(=O)N1CCOCC1)c1ccc(Cl)c(S(=O)(=O)N2CCc3ccccc32)c1	6	15	5	/	/	5	/	8	/
Cn1c(=O)c2c(nc(OCCc3ccccc3)n2C)n(C)c1=O	-5	12	23	8	5	7	4	3	6
CCCCN(C)C1CCN(C(=S)Nc2ccc(OC)cc2)CC1	-4	2	-6	-1	0	6	-8	0	-1
CCN(CC)CCNC(=O)Cn1nc(Cc2cccnc2)c2ccccc2c1=O	0	1	-1	-10	-2	6	1	0	-1
CCOc1ccc2oc(C(=O)NCC(C)(C)CN(C)C)c(C)c2c1	-2	6	9	-29	4	-3	5	4	2
CCCn1cccc(C(=O)Nc2ccc(OC)cc2)c1=O	0	1	-5	-9	-9	0	-17	4	-3
O=C(N/N=C\c1ccc(-c2ccc(Cl)c(Cl)c2)o1)C(=O)N1CCCC1	5	5	0	-5	0	0	4	-2	-1
O=C(O)c1ccccc1N=N/C(=N/Nc1cc(S(=O)(=O)O)ccc1O)c1ccccc1	51*	6	5	7	-4	11	/	8	0
Cn1nc(-c2ccccc2)cc1NC(=O)Nc1ccc(C(C)(C)C)cc1	-3	12	1	-9	-32	1	-6	-3	-21
Additional structures:
SMILES	PAFAH2 inh	PAFAH1B3 inh	PREPL inhibitor	ZTA DNA inh	LYPLA2 inh	pPAFAH FP inh	EBNA-1 inh	PAFAH1B2 inh	LYPLA1 counter
Fc1ccc(NC(=S)Nc2ccc3nccnc3c2)cc1	3	3	12	-6	2	2	-4	6	-7
CSc1ncc(Cl)c(C(=O)Nc2ccccc2[N+](=O)[O-])n1	0	-1	-2	1	2	1	2	2	0
Cc1ccc(C(=O)NCCc2nnc3ccc(NCc4ccc5c(c4)OCO5)nn23)cc1	3	5	-30	0	9	-1	2	6	3
COc1ccc(C(=O)NC2CCCCCC2)cc1OC1CCN(C(C)=O)CC1	0	9	8	-8	5	3	-1	3	0
CCN(CC)C(=O)CSc1nc(O)c(Cc2ccccc2)c(=O)n1-c1ccc(C)cc1	4	-2	16	13	4	-3	-1	0	1
O=C(CCC(=O)c1ccccc1)NCc1cccc(C(F)(F)F)c1	-2	1	-5	4	-1	2	/	2	-4
Cc1ccc2c(c1)/C(=C/c1ccccc1)C(=O)N2	3	7	2	19	-7	5	-2	8	-2
O=C1CSC(c2ccccc2Br)N1c1ccc(Cl)cn1 (stereo not given)	0	-1	-13	20	3	8	8	1	0
O=C1N=C(O)CN1/N=C/c1ccc(-c2ccc([N+](=O)[O-])cc2)o1	-1	5	3	1	3	2	6	-2	1
O=P(O)(CCc1ccccn1)CN1CCOCC1	11	7	-2	-3	-10	-6	1	6	-5
CCC(C)c1ccc(OCC(=O)Nc2ccc(Cl)cn2)cc1 (stereo not given)	8	10	-2	2	5	2	6	2	-4
Cc1cc(C)n(C(=O)CCCn2nc(C)c([N+](=O)[O-])c2C)n1	-5	4	2	2	-5	1	-5	2	-1
CCC(Oc1ccc(Cl)cc1)C(=O)N1CC(=O)Nc2ccccc21 (stereo not given)	-3	-10	10	-1	-3	-4	-3	-2	-6
COc1ccccc1C1C2C(=O)N(c3ccccc3)C(=O)C2ON1c1ccccc1 (stereo not given)	-3	4	10	14	6	-3	-5	-1	0
CCN(C[C@H]1N[C@@](CC)(C(=O)OC)[C@H]2C(=O)N(Cc3ccccc3)C(=O)[C@@H]12)C(=O)c1ccc(C(C)(C)C)cc1	5	0	3	/	/	6	/	4	/
